Compound activity from PubChem.
MEX-5 binding: MEX-5 zinc finger RNA-binding disruptors – biochemical, C. elegans, fluorescence polarization, MLPCN library, primary screen; Zinc finger protein mex-5 (Caenorhabditis elegans), Q9XUB2; MEX-5/FITC-TCR2 RNA binding; hits give low values; activity score (negative = inhibition of binding), % at 10 µM; actives 0.38% (n = 300,000);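 active = inhibition past about -25% in most replicates, and total fluorescence under double the plate's negative control median, limit read from the data; inconclusive = replicates evenly split on the limit, or fluorescence at least double controls; inactive = too little inhibition in most replicates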;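 also: 0% = DMSO and -100% = 5 µM competing unlabeled TCR2 RNA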
Target sequence (Q9XUB2 whole entry, looked up): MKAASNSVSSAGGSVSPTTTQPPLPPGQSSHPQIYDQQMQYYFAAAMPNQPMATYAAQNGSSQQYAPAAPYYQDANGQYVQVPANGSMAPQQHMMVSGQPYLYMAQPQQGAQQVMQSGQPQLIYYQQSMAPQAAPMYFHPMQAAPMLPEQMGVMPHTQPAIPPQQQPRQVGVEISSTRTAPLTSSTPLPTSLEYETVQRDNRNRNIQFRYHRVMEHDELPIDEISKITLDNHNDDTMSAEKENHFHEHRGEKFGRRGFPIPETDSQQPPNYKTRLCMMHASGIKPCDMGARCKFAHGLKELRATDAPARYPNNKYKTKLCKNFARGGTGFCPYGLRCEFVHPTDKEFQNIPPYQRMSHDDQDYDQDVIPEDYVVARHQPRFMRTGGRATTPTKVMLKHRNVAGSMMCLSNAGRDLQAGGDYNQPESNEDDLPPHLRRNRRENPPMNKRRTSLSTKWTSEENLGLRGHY
Active calls of the source: *; ? = inconclusive. The list is partial (hit frequency here may not be typical).

molecule,MEX-5 binding
CCN1CCN(c2ncc(C(=O)Nc3cc(Cl)c(OC)cc3OC)c3ccccc23)CC1,-2.0
Nc1nc2ccccc2n1C(=O)c1ccco1,-0.9
C/C(=N/NC(=O)c1cc(O)c(O)c(O)c1)c1ccc([N+](=O)[O-])cc1,-16
Cc1ccc(C)n1-c1sccc1C(=O)O,-36*
Cc1ccc(S(=O)(=O)NCC(=O)N(CCc2ccccc2)CC(=O)NCc2ccco2)cc1,-1.3
COc1cc2[nH]c(=O)n(CCC(=O)NC3CCN(Cc4ccccc4)CC3)c(=O)c2cc1OC,0.3
CCCC(C(=O)NC1CCCC1)N(C(=O)Cn1nnc(-c2ccc(C)o2)n1)c1cccc(O)c1 (stereo not given),0.0
CC1(C)Cc2c(cnn2-c2ccc(F)cc2)C(NC(=O)CCc2ccncc2)C1 (stereo not given),1.3
Cn1nc([N+](=O)[O-])nc1S(C)(=O)=O,-1.7
CC(Nc1ccc(Br)cn1)c1cc(Cl)ccc1O (stereo not given),2.1
O=C(CCn1nc(-c2ccc(Cl)cc2)ccc1=O)N1CCN(c2ccccn2)CC1,1.3
CCOC(=O)C(NC(=O)c1ccccc1Cl)(Nc1sc2c(c1C(N)=O)CCC2)C(F)(F)F (stereo not given),-0.3
Cc1cc2ncn(/N=C/c3cc(Br)ccc3O)c2cc1C,-0.6
Cn1c(Cn2nnc3ccccc32)nnc1SCC(=O)NCc1ccc2c(c1)OCO2,2.1
COc1ccc(C)cc1N(CC(=O)NC1CCCC1)C(=O)Cn1nnc(-c2ccc(C)o2)n1,-0.6
O=C(NC1CCCCC1)c1cc2nc(-c3ccco3)cc(C(F)(F)F)n2n1,2.4
O=C(CNC(=S)N(Cc1ccccc1)Cc1ccccc1F)NCc1ccc(Cl)cc1,-1.5
COc1ccccc1-n1c(-c2ccccc2)c[nH]c1=S,1.1
NC(=O)c1nsc(C(=O)N(Cc2ccccc2Cl)C(C(=O)NCC2CCCO2)c2ccc(O)cc2)c1N (stereo not given),0.0
COc1cc2c(C(=O)O)c(C)n(CC(C)C)c2c2ccccc12,-0.8
COc1ccc(F)cc1S(=O)(=O)N1CCC2(CC1)OCCN2S(=O)(=O)c1ccccc1,0.1
CCN1CCN(CCNC(=O)c2ccc(/C=C3/Sc4ccccc4N(Cc4ccccc4C)C3=O)cc2)CC1,0.9
CC(C)C[C@@H](NC(=O)C1CCC(CNC(=O)[C@H](Cc2ccccc2)NC(=O)OC(C)(C)C)CC1)C(=O)O (stereo not given in full),-0.8
O=C(O)CC/C(=C\c1ccc(N2CCOCC2)c([N+](=O)[O-])c1)c1nc2ccccc2s1,-4.1
Cc1ccc(-c2n[nH]c(=S)n2C)cc1,-1.1
CCn1cc(/C=C(\NC(=O)c2ccc(C)cc2)C(=O)NCCCN2CCOCC2)c2ccccc21,2.2
COc1ccc(Cn2c(O)c(/C=N/NC(=O)c3cccnc3)c3ccccc3c2=O)cc1,0.7
Cc1ccc(SC[C@H](Cc2ccccc2)N2CCN(C)CCC2=O)cc1,-3.6
O=C(NCc1ccncc1)C1CCN(S(=O)(=O)c2cccc(C(F)(F)F)c2)CC1,-0.3
CNC(=O)c1cc(S(=O)(=O)N2CC(C)OC(C)C2)ccc1N1CCCCC1 (stereo not given),-0.2

MEX-5 binding: hit marks shown above
molecule,MEX-5 binding
Cc1ccc(C)n1-c1sccc1C(=O)O,-36*

More structures follow:
molecule,MEX-5 binding
Cn1c(N2CCOCC2)c(/C=N/OC(=O)c2cccnc2Cl)c2ccccc21,-0.6
Cc1nc2ccc(C(=O)OCc3nnc(-c4ccccc4)o3)cc2nc1C,-0.6
Fc1ccc(CNc2nc(-c3ccccc3)nc3ccccc23)cc1,?
Cc1ccc(C(=O)NC2CCN(C(=O)NC3CCCCC3)CC2)cc1,-0.4
CC1CCCCN1Cc1c(O)ccc2c(=O)c(-c3ccc(Br)cc3)coc12 (stereo not given),0.7
O=C(CC1S/C(=N/N=C2CCCCCC2)NC1=O)Nc1ccccc1F (stereo not given),0.2
NS(=O)(=O)c1ccc(NC(=S)NC(=O)c2cccc(Br)c2)cc1,-0.7
O=C(CSC1=NC(=O)C(Cc2ccccc2)C(=O)N1)Nc1ncccn1 (stereo not given),-0.8
N#CC(C(=O)NC1CCCCC1)c1nc2ccccc2nc1N1CCN(c2ccc(F)cc2)CC1 (stereo not given),-76*
O=S(=O)(c1ccccc1)N1CCSC1c1ccco1 (stereo not given),-2.0

3 records picked at random from those above:
molecule,MEX-5 binding
Cn1c(N2CCOCC2)c(/C=N/OC(=O)c2cccnc2Cl)c2ccccc21,-0.6
CC1CCCCN1Cc1c(O)ccc2c(=O)c(-c3ccc(Br)cc3)coc12 (stereo not given),0.7
N#CC(C(=O)NC1CCCCC1)c1nc2ccccc2nc1N1CCN(c2ccc(F)cc2)CC1 (stereo not given),-76*

Later entries:
molecule,MEX-5 binding
Cc1ccc(-c2nnn(CC(=O)N(CC(=O)NC3CCCCC3)c3cccc(F)c3)n2)o1,-2.9
CCOC(=O)/C(C)=C1\NC(C)(C)Cc2ccccc21,0.6
Cc1ccc(C(=O)N2CCN(C)CC2)cc1S(=O)(=O)N1CCCCC1,0.6
Cc1cc(N)n(-c2ccc(Oc3ccccc3)c(S(=O)(=O)O)c2)n1,0.2
CCC(=O)Nc1ccc(NC(=O)CSc2nnnn2Cc2ccccc2)cc1C,-0.5
Cc1ccc(-c2cc(C(=O)N/N=C/c3c(C)nn(-c4ccccc4)c3C)n[nH]2)s1,-2.8
COc1nnc(-c2ccc(C(=O)N3C[C@@H]4C[C@H](C3)c3cccc(=O)n3C4)cc2)c2ccccc12,-1.3
Cc1coc(C)c1C(=O)Nc1ccc2ccccc2c1,-2.8
CN(C)C(=S)Nc1nc2ccccc2s1,-0.5
COc1ccc(-c2cc(C(F)(F)F)nc(S(=O)(=O)CCCC(=O)Nc3cc(C)on3)n2)cc1OC,1.5

The list continues.
SMILES | MEX-5 binding
CCOCCCNC(=O)/C(C#N)=C/c1cc(Br)c(O)c(Br)c1 | 1.7
CSc1ccc(/C=N/n2c(C)nc3ccccc3c2=O)cc1 | 0.3
CC(C)(C)n1nnnc1C(c1ccccc1F)N1CCN(C2CCCC2)CC1 (stereo not given) | -3.0
CC(C)(C)OC(=O)COc1ccc(/C=N/NC(=O)CN2CCCCC2)cc1 | 2.6
CCOc1cc(S(=O)(=O)N(Cc2ccccc2)Cc2ccccc2)c(OCC)cc1-n1cnnn1 | -3.1
Cc1ccc(S(=O)(=O)N(CC(=O)NCc2ccco2)Cc2ccccc2F)cc1 | 0.8
Cc1ccc(C(=O)N/N=C\c2ccccc2[N+](=O)[O-])cn1 | -1.7
CC(C)Cn1c(N)c(S(=O)(=O)c2cccs2)c2nc3ccccc3nc21 | -3.6
CCc1nnc(NS(=O)(=O)c2ccc(NC(=S)NC(=O)/C=C/c3cccs3)cc2)s1 | 0.4
CCCOc1nc(N)c(C#N)c(-c2ccccc2F)c1C#N | 3.0
CCCn1c2c(c(O)c(C(=O)Nc3nc(C)cs3)c1=O)CCCC2 | 0.2
Cc1cc(C)c2nc3nc(C)c(C)cc3c(N)c2c1 | -2.6
O=S(=O)(NC1c2cccc3cccc(c23)C1N1CCN(CCO)CC1)c1ccccc1 (stereo not given) | -0.2
CCOc1ccc(N2CC(C(=O)NCCc3ccc(OC)c(OC)c3)CC2=O)cc1 (stereo not given) | -0.3
O=C(c1nn2c(C(F)(F)F)cc(-c3ccccc3)nc2c1Cl)N1CCN2CCCC2C1 (stereo not given) | -3.3
COc1cc(C(=O)NC(C)Cc2ccccn2)ccc1OC1CCN(C(C)=O)CC1 (stereo not given) | -0.2
Cc1ccc(NC(=O)CCC(=O)NNC(=O)c2cccs2)cc1C | -0.2
CC(=O)Nc1ccc(NC(=O)COC(=O)C2c3ccccc3Oc3ccccc32)cc1 | 2.6
Cc1ccc(S(=O)(=O)N(CC(=O)c2ccccc2)C(=O)N2CCN(C)CC2)cc1 | 1.8
CCCCOc1ccc(CSCCN=C(N)N)cc1 | 0.5

Copied from the list:
Reading for Cc1ccc(NC(=O)CCC(=O)NNC(=O)c2cccs2)cc1C under MEX-5 binding: -0.2
Reading for CC(C)Cn1c(N)c(S(=O)(=O)c2cccs2)c2nc3ccccc3nc21 under MEX-5 binding: -3.6
Reading for COc1cc(C(=O)NC(C)Cc2ccccn2)ccc1OC1CCN(C(C)=O)CC1 (stereo not given) under MEX-5 binding: -0.2
Reading for CC(C)(C)OC(=O)COc1ccc(/C=N/NC(=O)CN2CCCCC2)cc1 under MEX-5 binding: 2.6
Reading for CC(C)(C)n1nnnc1C(c1ccccc1F)N1CCN(C2CCCC2)CC1 (stereo not given) under MEX-5 binding: -3.0

Further structures
SMILES | MEX-5 binding
O=C(CCN1C(=O)c2ccccc2S1(=O)=O)NCc1ccc(F)cc1 | -0.5
Cc1cc(C)cc(N(CC(=O)NCc2ccco2)C(=O)CCC(=O)Nc2ccccn2)c1 | -1.6
COc1ccccc1-c1c(NC(=O)c2ccco2)n(-c2ccccc2)nc(C)c1=O | 0.8
OC(CN1CCN(Cc2ccc3c(c2)OCO3)CC1)c1c[nH]c2ccccc12 (stereo not given) | 0.8
COc1cc(-c2ccc(NC(=O)CN3CCC(C)CC3)c(OC)c2)ccc1NC(=O)CN1CCC(C)CC1 | -0.6
Cc1cc(C(=O)NNC(=S)NCc2ccccc2)no1 | -4.4
O=C(Nc1ccccc1C(=O)N1CCCCCC1)c1cccc(S(=O)(=O)N2CCOCC2)c1 | -0.4
CCNc1nc(SCCOc2ccc(Cl)cc2Cl)nc(N(C)C)n1 | 0.4
COc1ccc2cc(CN(CCO)C(=O)c3ccc(Br)cc3)c(=O)[nH]c2c1 | 1.6
Cc1ccccc1NC(=O)CSc1nc2ccccc2c(=O)n1CC1CCCO1 (stereo not given) | -1.0
CC(C)c1ccc(N2CCN(C(=O)c3ccccc3NC(=O)/C=C(\C(=O)O)c3ccccc3)CC2)cc1 | 2.7
CCOCc1cc(CN2CCC(n3nccc3NC(=O)C3CC3)CC2)ccc1OC | 3.3
CC(=O)c1cccc(S(=O)(=O)N2CCCC(c3nc4c(nnn4Cc4ccccc4Cl)c(=O)[nH]3)C2)c1 (stereo not given) | 0.3
CN(C)c1ccc(C(C(=O)NCc2ccccc2)N(Cc2cccnc2)C(=O)c2snc(C(N)=O)c2N)cc1 (stereo not given) | -1.9
CCOC(=O)c1c2ccc(OCC(=O)N/N=C/c3ccc(Cl)cc3)cc2n2ccccc12 | ?
O=C(CSc1nnc(CNc2ccc(F)cc2)n1CC1CCCO1)N1CCOCC1 (stereo not given) | 1.2
COc1cccc(CC(NC(C)=O)C(=O)NC2CCN(C(=O)c3ccc(Cl)cc3)CC2)c1 (stereo not given) | 2.8
Cc1cccn2c(=O)nc(SCC(=O)N3N=C(c4cccs4)CC3c3ccc(F)cc3)nc12 (stereo not given) | 1.3
Cc1ccc(NC(=O)c2cc(N3C(=O)C=CC3=O)ccc2N2CCOCC2)cc1 | -0.3
CCOc1ccc(CN2CCNC(=O)C2CC(=O)NCCc2nc(C)c3c(n2)CCC3)cc1 (stereo not given) | -2.7
Cc1ccc(C(=O)n2ncn(C)c2=S)cc1 | 2.7
COc1ccc(/C=C(\C#N)c2nc3ccccc3[nH]2)cc1O | -3.5
Cc1cc(C)c2[nH]c(=O)c(CN(Cc3nnnn3C3CCCC3)C3CCCCC3)cc2c1 | 3.3
CC(C)Cn1c(=O)c2c(c3ccccc31)OC(C)C(=O)N2 (stereo not given) | -1.7
COC(=O)[C@@H]1CC[C@H](C)[C@@H](c2ccc(C)cc2)N1C(=O)c1ccc(/C=N/OC[C@@H](O)[C@H]2O[C@@H]3OC(C)(C)O[C@@H]3[C@H]2O)cc1 | -0.4
CCCCC(c1nnnn1CCOC)N1CCN(c2cccc(OC)c2)CC1 (stereo not given) | -2.1
Nc1c(C(O)(C(F)(F)F)C(F)(F)F)ccc2ccccc12 | 0.9
CC(=O)c1c(O)c(C)c(O)c2c1OC1=CC(=O)C(C(C)=O)C(=O)[C@@]12C (stereo not given in full) | 3.7
CCOC(=O)N1CCN(c2ncnc3c2cnn3-c2ccc(Cl)cc2)CC1 | -2.3
Cc1ccccc1CNCc1ccc2c(c1)OCO2 | 0.6
Cc1cc(/C=C(/C#N)c2nc3ccccc3[nH]2)c(C)n1-c1cc(C(=O)O)cc(C(=O)O)c1 | -15
O=C(O)C1CSC2(CCN(Cc3ccccc3)CC2)N1 (stereo not given) | -1.5
Cc1ccc(S(=O)(=O)C(C#N)c2nc3ccccc3nc2N2CCC(C)CC2)cc1 (stereo not given) | ?
C=CCn1c(N)c(C(=O)OC(C)CC)c2nc3ccccc3nc21 (stereo not given) | -3.7
CCC(=O)N1CC2(CC(c3cccc(NC(=O)COc4ccc(Cl)cc4)c3)=NO2)C[C@@H]1C(N)=O (stereo not given in full) | 2.1
CN(C)CCN1C(=O)C(=O)/C(=C(/O)c2ccc(OCc3ccccc3)cc2)C1c1ccncc1 (stereo not given) | 1.0
COCC1CCN(C(=O)C2CCC(=O)N(Cc3cccc(C(F)(F)F)c3)C2)CC1 (stereo not given) | -0.8
Cc1cc(C)c(S(=O)(=O)NCC2CCC(C(=O)NCCCN3CCOCC3)CC2)c(C)c1 (stereo not given) | 0.1
COc1ccc(C(=O)/C=C/C(=O)N(CC(=O)NCCC(C)C)Cc2cccs2)c(O)c1 | -1.8
COCCCn1c(-c2ccc(OC)cc2)nc2nc3ccccc3nc21 | -3.4
O=C(NCC(=O)N1CCN(c2ccccc2F)CC1)c1ccco1 | -0.5
CCN(CC)c1ccc(NC(=O)CCCOc2cccc(C)c2)cc1 | -1.0
Cc1cc2nc3ccc(=[N+](C)C)cc-3sc2cc1N | -48*
CCOc1cc(/C=N/NC(=O)c2cccs2)cc([N+](=O)[O-])c1O | -0.9
CC(C)(C)C(=O)Cn1ncc(Br)c(Br)c1=O | 0.8
COc1cc(S(=O)(=O)N2CCC(N3CCCCC3)CC2)ccc1-n1cnnn1 | -3.8
CN1CCN(CCCNC(=O)c2ccc(/C=C3/Sc4ccccc4N(Cc4cccc(Cl)c4)C3=O)cc2)CC1 | 2.9
CCCn1c2ccc(C)cc2c2nnc(SCCN3CCCCC3)nc21 | -0.1
Cc1oncc1C(=O)Nc1ccc2ccccc2c1 | 1.0
C=CCn1c(=S)[nH]c2sc3c(c2c1=O)CCC3 | -6.3
